OXTR ag = human OXTR agonists, primary screen, fluorescence, CHO-OTR cells, Fluo-8 calcium; hit rate 0.32% among 320,000; Fluo-8 calcium fluorescence; normalized: DMSO 0%, oxytocin 100%; activation, % at 3 µM;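 active = activation above the mean of all tested compounds plus 3 SD, cutoff set per screening run, cut at about 20% in these data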;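 note: peak over basal fluorescence ratio from a 100 s FLIPR kinetic read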
Target sequence (P30559 whole entry, looked up): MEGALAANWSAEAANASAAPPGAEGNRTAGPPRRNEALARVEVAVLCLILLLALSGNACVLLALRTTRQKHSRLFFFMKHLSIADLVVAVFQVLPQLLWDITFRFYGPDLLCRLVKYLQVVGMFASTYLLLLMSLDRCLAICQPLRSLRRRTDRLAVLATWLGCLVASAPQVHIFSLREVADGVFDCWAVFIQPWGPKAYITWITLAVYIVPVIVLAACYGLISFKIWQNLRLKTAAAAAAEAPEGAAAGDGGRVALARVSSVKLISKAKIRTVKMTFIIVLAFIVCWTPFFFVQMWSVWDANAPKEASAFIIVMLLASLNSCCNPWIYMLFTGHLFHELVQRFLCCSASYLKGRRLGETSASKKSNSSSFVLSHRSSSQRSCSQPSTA
OXTR potentiator = human OXTR potentiators, primary screen, fluorescence, CHO-OTR cells, Fluo-8 calcium. hit rate 0.061% among 320,000. Fluo-8 calcium fluorescence, potentiator mode; 0% = oxytocin EC15, 100% = EC100. Oxytocin receptor (Homo sapiens), P30559. activation, % at 3 µM;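 active = activation above that plate's cutoff, the mean activation of tested compounds plus 3 SD, cut at about 6.6% in these data, passing the limit was not always enough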;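 note: 100% uses oxytocin at 75 nM as the full agonist control; some results filed as inactive read as strong as hits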
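Replication – single well per compound, singlicate · Assay system – CHO cell line stably expressing human OTR · Timing – 6 min pre-incubation, 100 s read · Measure – normalized max/min fluorescence ratio, % activation · Doses – 3.0 µM, one dose · Detection – Fluo-8 calcium dye fluorescence · Probe or stimulus – oxytocin near EC15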
M1 ag parental = counter-screen for M1 agonists: effect in parental CHO-K1 cells; hit rate 0.48% among 360,000; activation, % at 3 µM; Fluo-8 calcium fluorescence; scaled to maximal ATP response, vehicle zero; in the data active = activation above about 15%;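 note: untransfected CHO-K1 host cells lacking M1 receptor as counterscreen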
CHO parental Ca = ATP-evoked calcium signal inhibitors, parental CHO, primary screen, counter-screen for OX1R antagonist project, cell-based, fluorescence, Fluo-8 calcium dye. parental CHO-K1, ATP-induced calcium, Fluo-8 fluorescence. inhibition, % at 5.6 µM. hit rate 0.63% among 330,000;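 active = inhibition above that plate's mean sample inhibition plus 3 SD, cut at about 26% in these data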;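 note: 0% = ATP-challenged DMSO wells and 100% = DMSO wells without ATP; some compounds past the cut are filed as inactive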
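Measured by: calcium-sensitive Fluo-8 fluorescence / Test system: CHO parental line / Controls: ATP-challenged DMSO wells low, unchallenged DMSO wells high / Measure: % inhibition / Compound: single nominal dose of 5.6 µM per compound / Replicates: single well per compound, no replicates / Reagent: ATP as calcium-mobilizing challenge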
M1 PAM parental = nonselective calcium activators in parental CHO-K1 cells, primary screen, counter-screen for M1 PAM project, cell-based, Fluo-8 calcium fluorescence, full deck, 1536-well | activation, % at 3 µM | ATP EC20; 0% at ATP EC20, 100% at ATP max | hit rate 0.02% among 360,000 | AID 602247, 2012;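 active = activation above the run cutoff, the mean activation of all test compounds plus 3 SD, cut at about 40% in these data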;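 note: peak over basal fluorescence ratio in a 140 s read after ATP addition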
CHO-K1 Ca antag = counter-screen for M1 antagonists: effect in parental CHO-K1 cells; hit rate 0.6% among 360,000; ATP-induced calcium, Fluo-8 fluorescence; inhibition, % at 3 µM; AID 602250;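 active = inhibition above a per-plate cutoff, the plate's mean sample inhibition plus 3 SD, cut at about 24% in these data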;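 note: 0% = DMSO plus EC80 ATP and 100% = DMSO alone without ATP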
V1R ag counter = agonists of human V1a receptor, primary screen, counter-screen for OXTR agonist project, fluorescence, CHO-V1R cells; activation, % at 3 µM; Fluo-8 calcium fluorescence, agonist mode; 0% DMSO, 100% 3 nM vasopressin; hit rate 0.25% among 320,000; Vasopressin V1a receptor (Homo sapiens), P37288;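 active = activation above the mean activation of all tested compounds plus 3 SD, per screening run, cut at about 20% in these data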;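 note: signal is peak over basal fluorescence ratio across a 100 second FLIPR read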
GPR7 antag = GPR7 receptor antagonists, primary screen, cell-based, fluorescence, single concentration | GPR7-expressing cells, fluorescence antagonist assay | inhibition, % at 4.4 µM | hit rate 1.1% among 290,000 | Neuropeptides B/W receptor type 1 (Homo sapiens), P48145; in the data active = inhibition above about 16%, passing the limit was not always enough;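 note: cells stimulated with the agonist NPW; 0% = agonist with vehicle and 100% = vehicle without agonist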
Target sequence (P48145 whole entry, looked up): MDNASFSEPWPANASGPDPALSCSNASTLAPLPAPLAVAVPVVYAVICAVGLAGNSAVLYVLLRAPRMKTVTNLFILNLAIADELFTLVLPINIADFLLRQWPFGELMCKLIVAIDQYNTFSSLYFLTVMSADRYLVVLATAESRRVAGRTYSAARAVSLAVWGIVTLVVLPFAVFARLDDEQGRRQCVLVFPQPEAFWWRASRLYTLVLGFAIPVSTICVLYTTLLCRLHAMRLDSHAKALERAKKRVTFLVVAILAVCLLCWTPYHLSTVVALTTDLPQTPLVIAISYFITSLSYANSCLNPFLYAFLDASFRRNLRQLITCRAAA
TAAR1 antag = human TAAR1 antagonists, primary screen, Fluo-8 calcium fluorescence, CHO RD-HGA16 cells; hit rate 1.5% among 360,000; inhibition, % at 3 µM; antagonist; AID 624466, 2012;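 active = inhibition above a per-plate cutoff, the mean inhibition of test compounds on that plate plus 3 SD, cut at about 49% in these data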;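 note: 0% = DMSO plus EC80 beta-PEA response and 100% = DMSO alone without agonist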
Target sequence (Q96RJ0 whole entry, looked up): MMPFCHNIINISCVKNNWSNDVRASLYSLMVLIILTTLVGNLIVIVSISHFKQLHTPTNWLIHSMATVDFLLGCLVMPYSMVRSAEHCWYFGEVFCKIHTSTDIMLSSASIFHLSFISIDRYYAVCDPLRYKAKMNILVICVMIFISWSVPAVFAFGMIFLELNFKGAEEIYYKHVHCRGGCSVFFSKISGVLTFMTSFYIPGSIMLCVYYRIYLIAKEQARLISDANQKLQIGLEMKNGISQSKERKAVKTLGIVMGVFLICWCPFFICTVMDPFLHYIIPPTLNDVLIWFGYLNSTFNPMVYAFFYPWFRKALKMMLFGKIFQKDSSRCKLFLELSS
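System: RD-HGA16 CHO cells with stable hTAAR1 and Gα16 | Probe or stimulus: EC80 β-phenethylamine stimulus | Dosing: 3 µM, single point | Times: Dye loading 75 min at 37 °C, then 30 min room temperature | Measured by: Fluo-8 calcium-sensitive fluorescence | Read-out basis: % inhibition of agonist calcium response | Replicates: n of 1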
* hit, by the source's call; x = not tested or not shown.

Value order – OXTR ag | OXTR potentiator | M1 ag parental | CHO parental Ca | M1 PAM parental | CHO-K1 Ca antag | V1R ag counter | GPR7 antag | TAAR1 antag
C/C(=N\Nc1nnc(-c2ccccc2)c(-c2ccccc2)n1)c1cccc([N+](=O)[O-])c1
→ 0.9 | 2 | 0.6 | -12 | 15 | -11 | -0.1 | -3 | -3
C=CCn1c(C(CCCC)CC(O)COCCC)n[nH]c1=S (stereo unspecified)
→ 1.6 | 4 | 0.2 | -1 | 26 | -8 | 0.1 | 10 | -6
O=C(COc1ccc(-c2nnco2)cc1)Nc1ccc(F)c(Cl)c1
→ 4.7 | -8 | 0.6 | -14 | 13 | -7 | 5.4 | x | -13
Cc1cc(CN(C)C(=O)c2ccc3nc(Cc4ccccc4F)oc3c2)on1
→ -0.1 | -4 | 1.4 | -15 | 12 | -15 | 1.5 | -14 | -16
Cc1[nH]n(-c2ccc(C(=O)O)cc2)c(=O)c1CCO
→ x | x | 0.8 | x | 4 | -1 | x | -13 | -3
Cc1ccc(C(C(=O)NC2CCCCC2)N(C(=O)c2csnn2)C2CC2)o1 (stereo unspecified)
→ -2.0 | -13 | -0.2 | -13 | -7 | 10 | -0.2 | -8 | -13
COc1ccc(-n2c(-c3ccco3)nc3c(cnn3-c3ccccc3C)c2=O)cc1
→ 0.4 | -4 | 0.7 | -19 | 20 | -12 | -0.9 | -15 | 14
CC(=O)C1=C(O)C(=O)N(c2ccc(C(=O)O)cc2)C1c1ccc([N+](=O)[O-])cc1 (stereo unspecified)
→ 0.2 | -5 | -0.2 | -6 | 13 | -7 | 2.6 | -10 | -6
Cc1ccc(C2(C)NC(=O)N(CC(=O)Nc3ccc4[nH]c(=O)[nH]c4c3)C2=O)cc1 (stereo unspecified)
→ -0.6 | -1 | 0.0 | 9 | 8 | -5 | 0.3 | -3 | -20
S=c1[nH]nc(CCc2nc3ccccc3[nH]2)n1-c1cccc(Cl)c1
→ 0.0 | 4 | 0.8 | -9 | 8 | -4 | 1.1 | 1 | -24
CN(C)CCN1C(=O)C(O)=C(C(=O)c2cc3ccccc3o2)C1c1ccc(N(C)C)cc1 (stereo unspecified)
→ 7.9 | 6 | 7.2 | -2 | 24 | -15 | 14 | -3 | 4
NCCCCCc1nnc(SCC(=O)c2ccc(Cl)cc2)o1
→ 0.3 | -12 | 0.1 | -9 | -5 | -3 | -1.1 | -10 | -14
CN1CCN(S(=O)(=O)c2cccc(C(=O)N3CCc4ccccc43)c2)CC1
→ -0.6 | -4 | 0.5 | -17 | 10 | 8 | 0.4 | -1 | 5
O=S(=O)(NC1CCCCC1NCc1ccco1)c1ccc(Cl)cc1 (stereo unspecified)
→ -1.3 | -2 | 0.4 | -20 | 8 | -6 | -0.1 | -3 | 9
Cc1cc(C)c(S(=O)(=O)N2CCCC(C(=O)NCCC3=CCCCC3)C2)c(C)c1 (stereo unspecified)
→ -0.7 | -1 | 0.5 | -17 | 20 | -20 | -0.7 | -13 | -7
CNC(=O)c1ccc(NC(=O)C2CCN(c3ncnc4sc(C)c(C)c34)CC2)cc1
→ 0.8 | -7 | 3.3 | -13 | 0 | -12 | 1.4 | -11 | 10
O=c1c2cnn(-c3ccccc3)c2ncn1Cc1ccco1
→ -0.5 | -16 | 1.3 | -12 | 10 | -14 | 0.9 | -2 | -2
O=C(c1ccc2c(c1)OCO2)N(c1ccccc1)C1C=CS(=O)(=O)C1 (stereo unspecified)
→ 0.9 | -8 | 0.3 | -26 | 7 | -3 | 1.2 | -13 | 1
O=C(Nc1ccn(Cc2ccccc2)n1)c1cccc(Cn2cc([N+](=O)[O-])cn2)c1
→ 4.0 | -13 | 1.5 | -27 | -10 | 3 | 4.6 | 8 | -8
CC(=O)c1cccc(-n2c(CCC(=O)O)ccc2-c2ccccc2)c1
→ -0.6 | -10 | 0.3 | -14 | -4 | -12 | 0.1 | 0 | -11
Cc1ccc(C(=O)NCC(=O)OC(C)C(=O)Nc2ccc(N(C)C)cc2)cc1C (stereo unspecified)
→ -1.1 | -6 | 0.3 | -20 | 9 | 1 | 0.2 | -4 | -10
CCn1c2ccccc2c2cc(NC(=O)COC(=O)c3cc(OC)c(OC)cc3OC)ccc21
→ -2.3 | -8 | -0.1 | -17 | 10 | -5 | -1.1 | -7 | 16
CCC(=O)N/C=C/n1cnc2cc(C(F)(F)F)ccc21
→ 3.5 | -7 | 2.3 | -4 | 21 | -18 | 2.4 | -6 | 8
COc1ccc(Nc2nnc(-c3ccc(C)cc3)c3ccccc23)cc1C(=O)N1CCCCC1
→ -2.7 | 17* | 2.7 | -10 | 26 | -8 | 7.8 | 3 | -20
CN1CCN(C(=O)c2ccc3c(Cl)c4c(nc3c2)CCCC4)CC1
→ 1.0 | -3 | 1.0 | -15 | -10 | 1 | 0.0 | -6 | -12
CCNC(=O)Nc1cc(S(=O)(=O)Nc2ccc(OC)cc2)ccc1N1CCOCC1
→ 19 | -11 | 14 | 14 | -18 | 28* | 11 | x | x
Cc1ccc(/C=C/C(=O)c2ccccc(=O)c2O)cc1C
→ -0.2 | -1 | 0.1 | -11 | -8 | 8 | 0.6 | -6 | -4
N#CCC(=O)N/N=C/c1cn(Cc2ccc3ccccc3c2)c2ccccc12
→ 1.6 | -3 | 1.6 | 1 | -6 | -6 | 0.6 | -14 | -6
CCN(CC)C(=O)C1CCCN(c2ncnc3c2cnn3-c2ccc(Cl)cc2)C1 (stereo unspecified)
→ -0.3 | -3 | 0.2 | -11 | 19 | -4 | 2.4 | -2 | 6
CC(=O)Oc1c(C)cc(O)c2ccccc12
→ 1.2 | -8 | x | 1 | x | x | 0.2 | -16 | x
CC1CCN(c2c([N+](=O)[O-])c(=O)n(-c3ccccc3)c3ccccc23)CC1
→ -0.2 | 3 | 0.1 | 5 | -4 | 6 | 0.6 | 2 | -15
COc1ccccc1-c1cnc(C(O)c2ccc(Cl)cc2C)[nH]1 (stereo unspecified)
→ x | x | 0.8 | x | 2 | -2 | x | x | -25
CCC(=O)N(Cc1cc2cc(OC)ccc2[nH]c1=O)c1ccccc1C
→ 1.4 | -22 | 1.2 | -7 | 19 | -12 | 3.0 | -9 | 0
O=[N+]([O-])c1ccc(O)c(/C=N/n2c(-c3ccccc3)n[nH]c2=S)c1
→ 0.7 | 1 | 3.1 | -3 | 22 | -4 | 2.0 | -13 | 3
C[C@H](O)[C@@H]1C(=O)N2CCc3c([nH]c4ccccc34)[C@@H]2C[C@@H]1N(C)S(=O)(=O)c1ccccc1
→ x | x | 1.7 | x | -5 | -7 | x | x | 5
Cc1ccc(CNC2=NCCCCC2)n1C
→ -1.0 | -8 | 0.6 | -4 | 14 | -12 | -0.4 | -10 | -1
CCOc1ccc(N2C(=O)CC(N(CCc3ccc(OC)c(OC)c3)C(=S)Nc3ccccc3)C2=O)cc1 (stereo unspecified)
→ 4.9 | -9 | 0.6 | -20 | -10 | 5 | 2.5 | -3 | -10
Cn1cc(C(=O)CCl)c2ccccc21
→ x | x | 0.1 | x | -16 | 5 | x | -7 | -1
CN(C)CCNC(=O)c1ccc2c(c1)N(Cc1ccc(F)cc1)CCS2
→ 8.0 | 1 | 0.7 | -20 | 20 | -11 | 1.4 | 8 | -8
Cc1ccc(-n2nnc3c(=O)n(Cc4cc(C)ccc4C)cnc32)cc1
→ -0.7 | -2 | 0.3 | -5 | 6 | -5 | 1.2 | 24 | 95*
O=C(NNCC(O)COc1ccccc1)c1ccccc1 (stereo unspecified)
→ -0.1 | -4 | -0.3 | -4 | -12 | 21 | 0.8 | -5 | 6
COCCCN1C(=O)C(CC(=O)NCCN2CCOCC2)CC(C(=O)N2CCOCC2)=C1C (stereo unspecified)
→ x | x | 1.4 | x | 12 | -21 | x | x | -11
COc1ccc2cc3cc(C(=O)NCC4CCCO4)oc3nc2c1 (stereo unspecified)
→ -0.7 | -4 | 0.9 | -10 | 14 | -7 | 0.9 | 0 | -16
COc1cccc(/C=N/n2c(-c3cccs3)n[nH]c2=S)c1
→ 0.8 | -9 | -0.3 | 3 | 10 | 10 | -0.7 | -7 | 1
CC(C)(C)c1cc(C(=O)NNS(=O)(=O)c2ccccc2)n[nH]1
→ -0.1 | -6 | 1.9 | -5 | 12 | -15 | 0.1 | -16 | 12

Just OXTR ag (two entries from above):
mol | OXTR ag
COc1cccc(/C=N/n2c(-c3cccs3)n[nH]c2=S)c1 | 0.8
CC(C)(C)c1cc(C(=O)NNS(=O)(=O)c2ccccc2)n[nH]1 | -0.1

Remaining list, next part.
Value order – OXTR ag | OXTR potentiator | M1 ag parental | CHO parental Ca | M1 PAM parental | CHO-K1 Ca antag | V1R ag counter | GPR7 antag | TAAR1 antag
CC(C)COP(=O)(OCC(C)C)C(O)c1ccccc1F (stereo unspecified)
→ -1.4 | 2 | 0.4 | -9 | 22 | -5 | 0.4 | 21 | -2
Cn1c(CNc2ccc(F)cc2)nnc1SCC(=O)NNC(=O)Cc1ccccc1
→ -0.6 | 0 | -0.3 | -12 | -9 | -2 | 0.7 | 1 | 1
Cc1c(C=O)c2ccccn2c1C(=O)c1ccccc1Cl
→ -0.9 | 0 | 0.7 | -19 | -6 | 6 | -0.4 | 1 | 2
COCCNC(=O)c1c[nH]c2ccc(S(=O)(=O)N3CCOCC3)cc2c1=O
→ 0.6 | -3 | 0.2 | 3 | -10 | -16 | 0.1 | -5 | -16
O=C(c1cc(-c2ccccc2Cl)nc2ccccc12)N1CCN(c2ccccc2O)CC1
→ 1.3 | -8 | 5.8 | -16 | 0 | 7 | -1.0 | x | 59*
CCOc1ccc(C2CC(c3cccc(C)c3)n3nc(N)nc3N2)cc1 (stereo unspecified)
→ 1.6 | 2 | 0.6 | -14 | 19 | -6 | 0.3 | -3 | 11
COc1ccc(C(=O)Nc2ccc(C(=O)Nc3cccc(C)c3)cc2)cc1
→ 0.8 | -2 | 0.4 | 5 | 6 | -1 | 0.5 | -12 | -13
CC(=O)Nc1ccc(S(=O)(=O)N2CCC(C(=O)NCCc3c[nH]c4ccccc34)CC2)cc1
→ x | x | 5.1 | x | -1 | 1 | x | -1 | -22
CC(C)c1ccc(CCNC(=O)c2ccc([N+](=O)[O-])cc2)cc1
→ 0.6 | -13 | 5.9 | 19 | 0 | 7 | 6.7 | 14 | 10
COc1cc(CNCCc2ccccc2)cc(Cl)c1OCc1ccccc1
→ 14 | -4 | 11 | 27 | 23 | -6 | 1.3 | 9 | 39
